DAX1 inh-1: inhibitors of human orphan nuclear receptor DAX1 (NR0B1) | P51843 | HEK293 Gal4-DAX1 luciferase reporter, luminescence | inhibition, % at 6.75 µM | 340,000 compounds, 0.99% hits | AID 504766;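 active = inhibition above the mean over all tested compounds plus 3 SD, cut at about 4.2% in these data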;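 also: 0% = DAX1-transfected cells with DMSO and 100% = empty-vector control cells with DMSO; inhibition shows as a rise in luminescence from relieved DAX1 repression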
hcDAF12 agonist: activates DAF-12 receptor from parasite H. contortus; HEK293 hcDAF-12 lit1-tk-luc reporter, luminescence; 0% DMSO, 100% Δ7-dafachronic acid; activation, % at 6.8 µM; 370,000 compounds, 1.4% hits; AID 652067;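 active = activation above the mean of all tested compounds plus 3 SD, cut at about 5.5% in these data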;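 also: 100% = response to 3 µM Δ7-dafachronic acid high control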
PLC-beta3 inh: PLC-beta3 (human) inhibition, primary screen. Q01970. Purified PLC-beta3, fluorogenic substrate, fluorescence. inhibition, % at 12.2 µM. AID 720704. 370,000 compounds, 0.18% hits; in the data active = inhibition above about 11%;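 also: 0% = median of compound wells on plate and 100% = full blocker control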
NR1D1 modulator: modulators of human Rev-erb alpha DNA binding; P20393; Rev-erbα–FITC-DNA binding, fluorescence polarization, 90 min; activity, % at 10 µM; 370,000 compounds, 0.79% hits; AID 1259318;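 active = activity above about 14%, limit read from the data; passing the limit was not always enough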;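 also: 0% = DMSO wells with 35 nM protein and 100% = DMSO wells with 750 nM protein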
Target sequence (P20393 whole entry, looked up): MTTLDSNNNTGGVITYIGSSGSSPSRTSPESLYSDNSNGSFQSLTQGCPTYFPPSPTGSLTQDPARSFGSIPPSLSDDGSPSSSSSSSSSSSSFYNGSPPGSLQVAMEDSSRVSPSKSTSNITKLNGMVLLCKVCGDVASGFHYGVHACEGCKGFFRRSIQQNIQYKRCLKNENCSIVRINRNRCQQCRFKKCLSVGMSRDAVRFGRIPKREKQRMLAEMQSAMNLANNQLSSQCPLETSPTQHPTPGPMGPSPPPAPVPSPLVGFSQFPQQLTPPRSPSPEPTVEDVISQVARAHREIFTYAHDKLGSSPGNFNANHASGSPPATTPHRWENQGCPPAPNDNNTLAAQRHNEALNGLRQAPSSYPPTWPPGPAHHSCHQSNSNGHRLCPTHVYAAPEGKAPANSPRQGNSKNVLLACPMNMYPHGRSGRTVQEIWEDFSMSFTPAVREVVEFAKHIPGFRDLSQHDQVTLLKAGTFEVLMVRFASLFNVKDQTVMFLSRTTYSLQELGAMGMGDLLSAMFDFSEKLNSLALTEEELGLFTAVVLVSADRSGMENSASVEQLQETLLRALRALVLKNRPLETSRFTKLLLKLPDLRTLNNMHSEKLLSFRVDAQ
SMARCA2 act: increases SMARCA2 function in MMTV reporter cells; MG213 cells, MMTV-luciferase reporter, dexamethasone, overnight; 370,000 compounds, 1% hits; activation, % at 9.1 µM; in the data active = activation above about 7.8%;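 also: 0% = vehicle wells and 100% = reference activator wells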
PLCg1 inh: PLC-gamma1 (human) inhibition, primary screen; P19174; purified PLC-gamma1, fluorogenic substrate, fluorescence; inhibition, % at 12.2 µM; 370,000 compounds, 0.84% hits; in the data active = inhibition above about 9.5%
ADAM17 inh: ADAM17 inhibition, QFRET primary screen; recombinant ADAM17, EDANS/DABCYL FRET peptide cleavage; inhibition, % at 6.95 µM; 370,000 compounds, 0.83% hits; AID 720648;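 active = inhibition above the mean of compounds lying between control limits plus 3 SD, set per campaign, cut at about 8.5% in these data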;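 also: 0% = DMSO-only wells as the low control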
ssDAF-12 act: S. stercoralis DAF-12 activation, primary screen | HEK293 ssDAF-12/GRIP1 lit1-tk-luc reporter, luminescence; % of 3 µM dafachronic acid response | activation, % at 6.8 µM | 370,000 compounds, 1% hits | AID 652126;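 active = activation above the mean over all tested compounds plus 3 SD, cut at about 0.9% in these data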;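 also: 0% = DMSO-only wells and 100% = 3 µM delta7-dafachronic acid wells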
MBD2 inh: inhibitors of human MBD2 binding to methylated oligonucleotide. Q9UBB5. TR-FRET. inhibition, % at 4.4 µM. 370,000 compounds, 0.31% hits; in the data active = inhibition above about 13%
Target sequence (Q9UBB5 whole entry, looked up): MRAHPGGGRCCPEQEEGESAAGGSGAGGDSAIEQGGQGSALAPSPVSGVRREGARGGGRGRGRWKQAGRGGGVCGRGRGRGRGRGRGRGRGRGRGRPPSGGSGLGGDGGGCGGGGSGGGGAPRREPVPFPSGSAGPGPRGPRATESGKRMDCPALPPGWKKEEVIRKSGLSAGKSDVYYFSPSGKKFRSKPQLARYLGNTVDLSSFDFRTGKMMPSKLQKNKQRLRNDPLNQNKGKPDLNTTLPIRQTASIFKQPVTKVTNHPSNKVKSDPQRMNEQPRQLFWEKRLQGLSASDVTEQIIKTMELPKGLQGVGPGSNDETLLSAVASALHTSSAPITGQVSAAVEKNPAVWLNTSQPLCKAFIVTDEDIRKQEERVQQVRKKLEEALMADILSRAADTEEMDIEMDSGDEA
DAX1 inh-2: inhibitors of DAX1 repression of SF-1 activated StAR promoter | HEK293T StAR-luciferase reporter, SF-1/DAX-1 repression relief | inhibition, % at 6.8 µM | 370,000 compounds, 1.1% hits | AID 652010;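 active = inhibition above the mean over all tested compounds plus 3 SD, cut at about 3.6% in these data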;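 also: 0% = DAX-1 cells with DMSO and 100% = cells lacking DAX-1 with DMSO; higher inhibition means more luminescence from relief of DAX-1 repression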
hgDAF12 agonist: activates the H. glycines DAF-12 receptor ligand-binding domain | HEK293 GAL4-hgDAF12 UAS-luciferase reporter, agonist luminescence; normalized to butyrate control | activation, % at 6.8 µM | 370,000 compounds, 1.8% hits | AID 687014;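 active = activation above a cutoff set at the mean of all screened compounds plus 3 SD, cut at about 10% in these data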;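 also: 0% = DMSO wells and 100% = sodium butyrate wells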
* = called active by the depositor. Random draw from the library, and some 7.4% of all compounds hit somewhere here.

Results for NC(=O)N1OCC2COc3ccc4ccccc4c3C21 (centres undefined) ?
DAX1 inh-1: 0.9; hcDAF12 agonist: 0.6; PLC-beta3 inh: -2; NR1D1 modulator: -6; SMARCA2 act: 0; PLCg1 inh: 3; ADAM17 inh: -2; ssDAF-12 act: -1.1; MBD2 inh: -2; DAX1 inh-2: 0.5; hgDAF12 agonist: -0.2

Results for COC(=O)C(Cc1ccccc1)NC(=O)CCNC(=O)c1ccc(Br)cc1 (centres undefined) ?
DAX1 inh-1: 0.6; hcDAF12 agonist: -0.6; PLC-beta3 inh: -7; NR1D1 modulator: 8; SMARCA2 act: -2; PLCg1 inh: 0; ADAM17 inh: 0; ssDAF-12 act: -1.0; MBD2 inh: -2; DAX1 inh-2: -0.1; hgDAF12 agonist: -0.3

What do the screens show for `CC[C@]12c3[nH]c4ccc(OC)cc4c3CCN1C(=O)C(CC(=O)NCCCN(C)C)C[C@@H]2C(=O)N1CCN(C(=O)c2ccco2)CC1` (some centres undefined)?
DAX1 inh-1: 1.9; hcDAF12 agonist: 1.2; PLC-beta3 inh: 4; NR1D1 modulator: -7; SMARCA2 act: -6; PLCg1 inh: 5; ADAM17 inh: 7; ssDAF-12 act: -0.3; MBD2 inh: 3; DAX1 inh-2: 0.8; hgDAF12 agonist: -1.4

Results for COc1ccc(NS(=O)(=O)c2ccc(C)c(C(=O)N3CC(C)OC(C)C3)c2)cc1 (centres undefined) ?
DAX1 inh-1: 0.3; hcDAF12 agonist: -0.8; PLC-beta3 inh: -9; NR1D1 modulator: 0; SMARCA2 act: -3; PLCg1 inh: 4; ADAM17 inh: -5; ssDAF-12 act: -1.0; MBD2 inh: 5; DAX1 inh-2: -0.2; hgDAF12 agonist: 1.7

Results for COc1ccc(N2C(=O)C3CCCN3C2c2ccc(C)o2)cc1 (centres undefined) ?
DAX1 inh-1: 1.4; hcDAF12 agonist: -1.2; PLC-beta3 inh: 3; NR1D1 modulator: -1; SMARCA2 act: -1; PLCg1 inh: 0; ADAM17 inh: 1; ssDAF-12 act: -0.7; MBD2 inh: -2; DAX1 inh-2: -1.0; hgDAF12 agonist: -1.9

How did CC1CN(c2nc(-c3ccccc3)nnc2-c2ccccc2)CC(C)O1 (centres undefined) do in these assays?
DAX1 inh-1: 0.0; hcDAF12 agonist: -1.6; PLC-beta3 inh: -1; NR1D1 modulator: 1; SMARCA2 act: -3; PLCg1 inh: -1; ADAM17 inh: -4; ssDAF-12 act: -1.4; MBD2 inh: -7; DAX1 inh-2: -0.4; hgDAF12 agonist: 2.1

How did CCOc1ccc(C(=O)Nc2ccccc2C(=O)O)cc1 do in these assays?
DAX1 inh-1: -0.3; hcDAF12 agonist: 8.2*; PLC-beta3 inh: 3; NR1D1 modulator: -1; SMARCA2 act: 8; PLCg1 inh: 5; ADAM17 inh: -3; ssDAF-12 act: 1.1*; MBD2 inh: 6; DAX1 inh-2: 3.4; hgDAF12 agonist: 18*

What do the screens show for `C[C@H](CO)N1C[C@H](C)[C@@H](CN(C)S(=O)(=O)c2ccc(F)cc2)Oc2c(NC(=O)NC3CCCCC3)cccc2C1=O`?
DAX1 inh-1: 0.8; hcDAF12 agonist: -1.3; PLC-beta3 inh: 0; NR1D1 modulator: -3; SMARCA2 act: 0; PLCg1 inh: 0; ADAM17 inh: -1; ssDAF-12 act: -1.2; MBD2 inh: -2; DAX1 inh-2: 0.0; hgDAF12 agonist: -2.1

What do the screens show for `Cc1ccc(SCCC(=O)N/N=C/c2ccccc2O)cc1`?
DAX1 inh-1: -1.8; hcDAF12 agonist: -2.0; PLC-beta3 inh: -27; NR1D1 modulator: -3; SMARCA2 act: -7; PLCg1 inh: -23; ADAM17 inh: -3; ssDAF-12 act: -1.4; MBD2 inh: -1; DAX1 inh-2: -0.1; hgDAF12 agonist: 1.7

Results for COc1ccc(NC(=O)Cc2c(F)cccc2Cl)c(OC)c1 ?
DAX1 inh-1: -0.6; hcDAF12 agonist: -1.3; PLC-beta3 inh: 3; NR1D1 modulator: 0; SMARCA2 act: 0; PLCg1 inh: 6; ADAM17 inh: 5; ssDAF-12 act: -1.5; MBD2 inh: -1; DAX1 inh-2: 0.2; hgDAF12 agonist: -1.2

What do the screens show for `CCOc1ccc(N(CC(N)=O)S(=O)(=O)c2ccc(F)cc2)cc1`?
DAX1 inh-1: 0.6; hcDAF12 agonist: -1.6; PLC-beta3 inh: 6; NR1D1 modulator: 1; SMARCA2 act: -1; PLCg1 inh: 5; ADAM17 inh: 1; ssDAF-12 act: -1.6; MBD2 inh: 3; DAX1 inh-2: -0.4; hgDAF12 agonist: -0.7

How did CCC(=O)N=C1SC2CS(=O)(=O)CC2N1c1cccc(OC)c1 (centres undefined) do in these assays?
DAX1 inh-1: 1.7; hcDAF12 agonist: -1.7; PLC-beta3 inh: 3; NR1D1 modulator: -5; SMARCA2 act: -7; PLCg1 inh: 8; ADAM17 inh: -10; ssDAF-12 act: -0.6; MBD2 inh: 11; DAX1 inh-2: 0.1; hgDAF12 agonist: 0.9

Results for COc1ccc2cc(CN(Cc3cccnc3)Cc3nnnn3Cc3ccccc3)c(=O)[nH]c2c1 ?
hcDAF12 agonist: -2.2; PLC-beta3 inh: -7; NR1D1 modulator: -4; SMARCA2 act: -1; PLCg1 inh: -9; ADAM17 inh: -4; ssDAF-12 act: -1.3; MBD2 inh: -6; DAX1 inh-2: -0.1; hgDAF12 agonist: 1.6

How did OCc1cnc(SCc2ccccc2)n1Cc1ccccc1 do in these assays?
DAX1 inh-1: -1.8; hcDAF12 agonist: -1.8; PLC-beta3 inh: -2; NR1D1 modulator: -6; SMARCA2 act: -1; PLCg1 inh: -1; ADAM17 inh: -4; ssDAF-12 act: -1.6; MBD2 inh: 4; DAX1 inh-2: 0.7; hgDAF12 agonist: 0.1

What do the screens show for `COc1ccc(NC(=O)N(C)C[C@H]2OCCCC[C@@H](C)Oc3ccc(NC(=O)c4ccccc4)cc3C(=O)N([C@H](C)CO)C[C@@H]2C)cc1`?
DAX1 inh-1: -0.7; hcDAF12 agonist: -2.5; PLC-beta3 inh: -6; NR1D1 modulator: -1; SMARCA2 act: -4; PLCg1 inh: 7; ADAM17 inh: 2; ssDAF-12 act: -0.5; MBD2 inh: 10; DAX1 inh-2: -1.5; hgDAF12 agonist: -3.8

How did NC(=O)c1ccsc1NC(=O)COC(=O)c1cnccn1 do in these assays?
DAX1 inh-1: 0.7; hcDAF12 agonist: 0.1; PLC-beta3 inh: -14; NR1D1 modulator: -16; SMARCA2 act: 0; PLCg1 inh: -8; ADAM17 inh: -1; ssDAF-12 act: -0.7; MBD2 inh: -1; DAX1 inh-2: -0.2; hgDAF12 agonist: -0.1

What do the screens show for `O=c1c2c([N+](=O)[O-])cc([N+](=O)[O-])cc2nc2ccccn12`?
DAX1 inh-1: -0.5; hcDAF12 agonist: 0.8; PLC-beta3 inh: -7; NR1D1 modulator: -5; SMARCA2 act: -2; PLCg1 inh: -2; ADAM17 inh: 1; ssDAF-12 act: -1.6; MBD2 inh: -12; DAX1 inh-2: -0.5; hgDAF12 agonist: -3.6

What do the screens show for `O=C(CCS(=O)(=O)c1ccc(F)cc1)Nc1nc(-c2ccccn2)cs1`?
DAX1 inh-1: -0.7; hcDAF12 agonist: 1.9; PLC-beta3 inh: -6; NR1D1 modulator: 4; SMARCA2 act: -2; PLCg1 inh: 4; ADAM17 inh: -1; ssDAF-12 act: -1.3; MBD2 inh: 5; DAX1 inh-2: -2.7; hgDAF12 agonist: -1.6

How did CC(=O)Nc1cccc(Oc2ccc3c(c2)C(=O)N(CCC(=O)O)C3=O)c1 do in these assays?
DAX1 inh-1: -0.5; hcDAF12 agonist: 0.2; PLC-beta3 inh: 0; NR1D1 modulator: -4; SMARCA2 act: 2; PLCg1 inh: 3; ADAM17 inh: 0; ssDAF-12 act: -1.0; MBD2 inh: 2; DAX1 inh-2: 0.2; hgDAF12 agonist: -0.7

How did Cc1cccc(NC(=O)N2CCC(c3nc4ccccc4o3)CC2)c1 do in these assays?
DAX1 inh-1: -0.4; hcDAF12 agonist: -1.2; PLC-beta3 inh: 2; NR1D1 modulator: -5; SMARCA2 act: -5; PLCg1 inh: 1; ADAM17 inh: -1; ssDAF-12 act: -1.6; MBD2 inh: 3; DAX1 inh-2: -0.1; hgDAF12 agonist: -1.3

How did CC(C)(C)NS(=O)(=O)CC12CCC(CC1=O)C2(C)C (centres undefined) do in these assays?
DAX1 inh-1: 0.3; hcDAF12 agonist: -0.5; PLC-beta3 inh: 3; NR1D1 modulator: 1; SMARCA2 act: -4; PLCg1 inh: 5; ADAM17 inh: 0; ssDAF-12 act: -1.4; MBD2 inh: -4; DAX1 inh-2: 0.2; hgDAF12 agonist: -0.1

Results for O=C(Cn1nnc2ccccc21)Nc1ccccc1[N+](=O)[O-] ?
DAX1 inh-1: 0.1; hcDAF12 agonist: -1.4; PLC-beta3 inh: -3; NR1D1 modulator: -3; SMARCA2 act: -2; PLCg1 inh: 0; ADAM17 inh: -6; ssDAF-12 act: -1.4; MBD2 inh: 3; DAX1 inh-2: -0.9; hgDAF12 agonist: 2.5

What do the screens show for `O=C(CN1CCCC1)N1c2ccccc2Sc2ccc(C(F)(F)F)cc21`?
DAX1 inh-1: 2.7; hcDAF12 agonist: 0.2; PLC-beta3 inh: 2; NR1D1 modulator: -7; SMARCA2 act: -1; PLCg1 inh: 5; ADAM17 inh: 1; ssDAF-12 act: -0.8; MBD2 inh: 3; DAX1 inh-2: 0.9; hgDAF12 agonist: -1.7

How did COc1ccccc1-n1c(SCC(=O)Nc2cccc(C(=O)O)c2)nnc1-c1ccccc1O do in these assays?
DAX1 inh-1: -1.0; hcDAF12 agonist: -1.2; PLC-beta3 inh: -7; NR1D1 modulator: 0; SMARCA2 act: 1; PLCg1 inh: 1; ADAM17 inh: -3; ssDAF-12 act: -0.4; MBD2 inh: -5; DAX1 inh-2: 0.0; hgDAF12 agonist: -0.6

What do the screens show for `CC1=C(C(=O)N(C(C)C)C(C)C)CC(CC(=O)NCCCCc2ccccc2)C(=O)N1Cc1ccc(C(C)(C)C)cc1` (centres undefined)?
hcDAF12 agonist: -3.8; PLC-beta3 inh: 0; NR1D1 modulator: -9; SMARCA2 act: -4; PLCg1 inh: 7; ADAM17 inh: 2; ssDAF-12 act: -2.0; MBD2 inh: 6; DAX1 inh-2: -0.6; hgDAF12 agonist: 2.5

What do the screens show for `O=C(NNC(=O)C1CC2CCC1C2)c1sc2ccccc2c1Cl` (centres undefined)?
DAX1 inh-1: 0.9; hcDAF12 agonist: 2.4; PLC-beta3 inh: -2; NR1D1 modulator: 1; SMARCA2 act: 8.4*; PLCg1 inh: 3; ADAM17 inh: 1; ssDAF-12 act: 0.3; MBD2 inh: -3; DAX1 inh-2: 1.5; hgDAF12 agonist: 13*

Source: PubChem (several laboratories)
